Screening data as filed in PubChem BioAssay.
aSyn yeast inh: alpha-synuclein toxicity inhibition in yeast; Yeast expressing alpha-synuclein, growth rescue, BacTiter-Glo, 24 h; Potency, µM (doses to about 46.1 µM), for inactives: at the highest dose growth rescue (activation), most hits filed as activators; 370,000 tested, 0.14% active; AID 652106; further: potency means the concentration at half of the fitted maximal effect; % of control where 0% means no effect; nearly all actives have a fitted effect of over 65% in size
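Rescue of yeast growth: cells expressing toxic alpha-synuclein, induced in galactose at OD600 0.02, incubated with compound 24 h at 30 C. ATP luminescence quantified growth; inhibitors of toxicity appear as activators.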
Akt phos inh: blocks phosphorylation of Akt. Neuro2A IGF-stimulated pAkt S473 HTRF, 20 min; stronger effect = lower value. activity change, % for hits at 50 µM. 360,000 tested, 0.32% active. AID 651550; in the data active means activity change below about -80%; inconclusive means mostly about -51% to -80%; further: on the % scale 0 is the no-effect control and ±100 the full control effect
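Neuro2A cells (4,500/well, DMEM with 0.5% FBS) were treated with compound at a single 50 µM final concentration, stimulated with 6 nM IGF for 20 min at 37 °C, and lysed. Phospho-Akt Ser473 was read by HTRF as 665/615 ratio ×10^4.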
PTHR1 agonist: PTHR1 (human) receptor agonism; Potency, µM (top dose mostly 115 µM), inactives show at the highest dose activation, actives largely listed as activators; HEK293 GP2 PTHR1 cells, GloSensor cAMP luminescence, 1 h; 410,000 tested, 0.075% active; Q03431; AID 743266; further: potency means the concentration at half of the fitted maximal effect; nearly all actives have a fitted effect of over 55% in size; some results filed as inactive show a strong effect at the top dose; inactives centre near -15; many of its hits are not listed in these tables
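HEK-293-derived GP2 cells expressing PTHR1 and a GloSensor cAMP reporter, 3,000/well, plated overnight, given luciferin plus IBMX (each 0.5 mM as added) for 1 h at 37 °C, then compound for 1 h at 37 °C. Luminescence was read after 15 min at room temperature.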
FUS yeast rescue: suppressors of FUS proteinopathy in yeast. AID 1347120. Potency, µM (highest dose often 76.6 µM), for the others: at the top dose growth rescue (activation), hits mostly activators. 390,000 tested, 0.24% active. S. cerevisiae FUS-expressing, growth rescue, OD600, 24 h;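 further: potency means the concentration at half of the fitted maximal effect; plate controls were DMSO vehicle for no effect and reference control for full effect; nearly all actives have a fitted effect of over 55% in size; some results filed as inactive show a strong effect at the top dose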
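Steps: raffinose overnight preculture; dilution to OD 0.005 in 2% galactose minimal medium; compound addition (concentration series); 24hr at 30C, 99% humidity; absorbance read at 600 nm.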
GLP1R inv ag: GLP-1 receptor (human) inverse agonism; P43220; HEK293 GLP-1R CRE-luciferase, luminescence, 24 h; GLP-1R form is constitutively active; Potency, µM (doses to about 38.3 µM), inactives show top-dose activity change, negative = inhibition, actives largely listed as inhibitors; 410,000 tested, 1.6% active; further: potency means the concentration at half of the fitted maximal effect; on the % scale 0 is the no-effect control and ±100 the full control effect; nearly all actives have a fitted effect of over 55% in size
Target sequence (P43220 whole entry, looked up): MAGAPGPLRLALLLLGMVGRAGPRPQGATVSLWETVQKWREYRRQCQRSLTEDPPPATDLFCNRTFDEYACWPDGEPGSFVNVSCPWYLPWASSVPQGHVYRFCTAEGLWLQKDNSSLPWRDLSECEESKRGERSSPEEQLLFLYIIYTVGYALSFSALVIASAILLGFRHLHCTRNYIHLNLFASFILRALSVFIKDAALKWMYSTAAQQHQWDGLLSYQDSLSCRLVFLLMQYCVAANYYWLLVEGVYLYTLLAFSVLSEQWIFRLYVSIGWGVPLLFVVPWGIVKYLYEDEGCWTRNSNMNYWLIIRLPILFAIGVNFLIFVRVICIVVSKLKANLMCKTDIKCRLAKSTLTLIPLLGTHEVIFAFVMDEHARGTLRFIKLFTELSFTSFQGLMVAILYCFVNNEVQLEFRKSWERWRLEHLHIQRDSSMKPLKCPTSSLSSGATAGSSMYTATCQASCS
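Constitutively active GLP-1R drives a cAMP-responsive luciferase in stably transfected HEK293 cells; test compounds are added after overnight (12 h) attachment and left 24 hr, and signal loss in luminescence marks inhibition.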
GLP-1R agonist: agonists of human GLP-1 receptor | HEK293 GLP-1R CRE-luciferase, luminescence, 4-6 h; cells express a hypersensitive GLP-1R form | P43220 | AID 624172 | Potency, µM (doses to about 45.6 µM), for the others: at the top dose activation, most hits filed as activators | 380,000 tested, 0.007% active; further: potency means the concentration at half of the fitted maximal effect; % of control where 0% means no effect
D3 antag: antagonists of human D3 dopamine receptor; P35462; D3R cells, DiscoveRx beta-arrestin luminescence, antagonist mode; stronger effect = lower value; max response, negative = inhibition, %; 360,000 tested, 2.5% active; in the data active means max response below about -50%; inconclusive means no clear call, values can overlap the other calls; further: on the % scale 0 is the no-effect control and ±100 the full control effect; mostly tested at two doses, the higher about 12 µM
Target sequence (P35462 whole entry, looked up): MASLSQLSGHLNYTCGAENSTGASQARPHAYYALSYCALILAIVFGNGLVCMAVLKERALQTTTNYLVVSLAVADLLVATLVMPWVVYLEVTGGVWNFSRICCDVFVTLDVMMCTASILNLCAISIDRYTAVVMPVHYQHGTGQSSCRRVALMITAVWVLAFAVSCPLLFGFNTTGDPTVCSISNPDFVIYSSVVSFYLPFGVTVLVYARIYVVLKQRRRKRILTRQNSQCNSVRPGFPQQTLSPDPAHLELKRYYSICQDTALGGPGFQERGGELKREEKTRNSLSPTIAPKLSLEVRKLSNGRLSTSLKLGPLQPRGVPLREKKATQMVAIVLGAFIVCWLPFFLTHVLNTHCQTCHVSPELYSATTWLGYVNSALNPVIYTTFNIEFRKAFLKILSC
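Cells plated overnight at 1500 cells/well, then exposed to library compounds with dopamine controls for 90 minutes at 37 degrees C. DiscoveRx reagent added for 30–60 minutes at room temperature; luminescence read, quantitative HTS format.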
Abeta yeast res: A-beta toxicity reversal in yeast; yeast expressing A-beta42, growth rescue, OD600, 48 h; response scale: 0% DMSO, 100% iron-clioquinol control; Potency, µM (top dose mostly 46.1 µM), inactives show at the highest dose growth rescue, actives largely listed as activators; 410,000 tested, 0.063% active; further: potency means the concentration at half of the fitted maximal effect; nearly all actives have a fitted effect of over 55% in size
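Yeast growth medium received pinned compounds, then yeast cells expressing toxic A-beta were added; plates incubated at 30 C for 48 hr. Growth read as absorbance at 600 nm, normalized to DMSO and equimolar FeCl3 plus clioquinol controls.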
TDP-43 yeast inh: rescues yeast growth from TDP-43 toxicity; AID 652104; 410,000 tested, 1.8% active; TDP-43 expressing yeast growth rescue, BacTiter-Glo, 24 h; Potency, µM (top dose mostly 46.1 µM), without a hit: top-dose growth rescue (activation), most hits filed as activators; further: potency means the concentration at half of the fitted maximal effect; % of control where 0% means no effect; nearly all actives have a fitted effect of over 50% in size
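Luminescence from BacTiter-Glo reports growth of TDP-43-expressing yeast after 24 hr at 30 deg C with compound. Cells were raffinose-pregrown to mid-log, then seeded in galactose medium at OD600=0.02.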
* hit, by the source's call; i = inactive; u = inconclusive; x = no result given; [ ] = another dose, or the depositor's remark. Unless noted, the call rests on the fitted dose curve; in most records, active means well fitted curve in the direction sought with a large enough effect; inconclusive means small, poorly fitted or top-dose-only effect, or another doubt; inactive means no such curve, though single readings can be large; an effect the other way counts as inactive or inconclusive. These rows are one share of the data, so the mix of outcomes need not match the whole.

SMILES	aSyn yeast inh	Akt phos inh	PTHR1 agonist	FUS yeast rescue	GLP1R inv ag	GLP-1R agonist	D3 antag	Abeta yeast res	TDP-43 yeast inh
Cc1ccc(C(=O)c2c3ccccc3[n+]([O-])n2[C@@H](C)C(N)=O)cc1	1.1%	i	i	-12.7%	16.3%	10.8%	-64.4*	1.4%	u
COc1ccc(C(=O)Nc2cc3c(cc2OC)CCCC3)cc1Br	3.9%	i	-10.8%	4.3%	14.6%	1.4%	24.7	9.1%	13.0%
CCOc1cc(N2CCOCC2)c(OCC)cc1NC(=O)COC(=O)CCc1c[nH]c2ccccc12	5.5%	i	i	3.1%	12.2%	2.8%	-26.7	-23.5%	6.3%
Cc1cccc(CCNC(=O)CN(C)S(=O)(=O)c2cnc[nH]2)c1	3.6%	i	i	-0.4%	11.0%	1.6%	5.2	8.9%	20.7%
COc1ccc(CC(=O)NCCC2=CCCCC2)cc1	0.0%	i	-14.2%	u	u	-2.6%	4.2	-2.4%	11.3%
CC(OC(=O)Cn1cnc2c1c(=O)n(C)c(=O)n2C)C(=O)NCc1ccccc1 (configuration not stated)	1.1%	i	17.6%	26.4%	29.3%	5.8%	-14.5	-3.3%	-4.6%
CCOC(=O)c1c2c3c(cccc3n(C)c1=O)C(=O)c1ccccc1-2	-0.1%	i	-10.8%	19.3%	10.6%	9.9%	94.8	2.7%	x
CC(C)C[C@H](NC(=O)NC1CCCc2ccccc21)C(=O)O (some centres not stated)	-1.0%	i	-60.4%[inhibitor]	-24.3%	16.9%	0.3%	-15.3	-0.8%	15.2%
COc1ccc(-c2c(C(=O)c3ccccc3)[nH]c(N)c2C(=O)c2ccc(Br)cc2)cc1OC	5.4%	i	-94.1%[inhibitor]	10.6%	-16.6%	-2.8%	-73.1*	-0.7%	5.5%
CC(C)Cn1c2c(c(O)c(C(=O)Nc3nccs3)c1=O)CCCC2	-9.8%	i	-0.7%	x	4.2%	-11.7%	17.2	13.5%	-5.1%
Cc1cc(NC(=O)Cc2cccs2)nn1CC(=O)NCc1ccco1	1.8%	i	i	3.8%	1.8%	-16.0%	-20.5	9.6%	12.3%
CC(C)CCOc1ccc(C(=O)N2CCN(c3ncccn3)CC2)cc1	6.9%	i	3.9%	u	u	5.4%	-14.5	5.3%	17.4%
COc1ccccc1OCC(=O)Nc1ccc(S(=O)(=O)Nc2nccs2)cc1	-5.3%	i	-12.2%	-5.4%	5.3%	1.6%	-6.9	-12.4%	-1.4%
CCCCCCn1c(CN2CCN(C)CC2)nc2c1c(=O)n(C)c(=O)n2C	-3.4%	i	-24.2%	-23.0%	-13.8%	-6.8%	-25.7	-21.6%	-0.7%
COc1ccc(Cl)cc1N1CCN(CCNC(=O)Nc2ccccc2C)CC1	1.6%	i	-43.4%[inhibitor]	x	0.0%	-2.3%	-131.1*	-3.1%	11.2%
CCCc1[nH]nc2c1C(c1ccc(OC(=O)c3ccco3)cc1)C(C#N)=C(N)O2 (configuration not stated)	-4.3%	i	-9.9%[57.5 µM]	30.5%	8.2%	-3.3%	u	18.9%	-13.4%
Cc1ccccc1NC(=O)CCNC(=O)Cn1ccc2ccccc2c1=O	x	x	-63.0%[inhibitor]	-12.1%	3.6%	-0.5%	x	-9.3%	-1.1%
Cc1ccc(C)c(N2CCN(C(=O)C3CCCN(S(=O)(=O)c4c(C)[nH]c(=O)[nH]c4=O)C3)CC2)c1 (configuration not stated)	-1.7%	i	-6.0%	3.3%	3.6%	-5.1%	19.7	13.2%	3.8%
S=c1[nH]nc(C2CC2)n1Cc1ccccc1	-0.3%	i	i	-5.3%	8.5%	2.8%	-3.1	3.2%	-19.3%[9.22 µM]
COc1ccc(CN2Cc3cccc4c3[C@@H](CC2=O)[C@H](O)[C@H](O)C4)cc1	1.8%	i	i	-28.2%	6.5%	1.5%	23.4	5.9%	10.0%
S=c1[nH]nc(Cc2cccc3ccccc23)o1	-12.1%	i	-2.9%	x	0.3%	2.2%	-11.2	7.2%	u
CCOC(=O)c1[nH]ncc1CN1CCCC(C(=O)c2ccc(SC)cc2)C1 (configuration not stated)	-5.6%	i	i	13.3%	-12.8%	11.9%	-15.8	2.3%	-18.6%
C=CCNCCCCOc1ccc(Br)cc1C	3.1%	i	i	5.7%	u	-2.1%	u	9.1%	7.5%
N#CCCN(C(=O)CO/N=C/c1cccc([N+](=O)[O-])c1)c1ccccc1	0.3%	i	-33.1%[inhibitor]	9.4%	1.1%	16.8%	5.5	5.8%	0.0%
CN(C(=O)c1ccccn1)C1(C(=O)NC2CCCCC2)CCCCC1	0.7%	i	i	21.3%	9.7%	-13.7%	7.2	1.7%	15.2%
COc1ccc(Cl)cc1Nc1cc(C)nc2ccccc12	-0.5%	i	-7.5%	-22.5%	u	6.0%	-3.7	10.2%	12.0%
Cc1ccc(C)c(N2CCN(CCCNC(=O)Cn3ncc4c5ccccc5n(C)c4c3=O)CC2)c1	x	x	-10.0%	-20.2%	-16.2%	x	x	-3.4%	17.1%
CN(Cc1ccccc1)C(=O)c1nn2cccnc2c1Cl	-4.3%	i	i	0.3%	16.2%	-1.5%	2.1	-6.3%	-4.2%
COc1cccc(/C=N/NC(=O)C[n+]2ccccc2)c1O	-0.4%	i	-20.5%	1.8%	-13.0%	12.3%	-4.9	-13.7%	1.4%
CC(=O)NC(N(C#N)c1nc(Cl)nc(N(C)C)n1)C(Cl)(Cl)Cl (configuration not stated)	1.7%	i	i	23.0%	0.1%	6.8%	-0.3	7.2%	-0.1%
CC1CCCN(C(=O)COc2ccc(NC(=O)c3cccs3)cc2)C1 (configuration not stated)	-1.8%	i	-24.0%	21.6%	5.7%[7.66 µM]	5.8%	-14.7	-12.3%	6.8%[9.22 µM]
O=C(Nc1ccnn1C1CCN(Cc2cccnc2)CC1)c1ccccc1Cl	-3.4%	i	-38.3%[inhibitor]	x	12.0%	3.8%	9.1	-13.1%	6.1%
COC(=O)N/N=C\C=C\c1ccc2c(c1)OCO2	0.9%	i	-7.7%[57.5 µM]	-2.9%	19.3%	-7.2%	-15.2	-21.3%	9.2%
O=C(CN1C(=O)NC2(CCCCCC2)C1=O)NCc1ccc(Cl)cc1	1.1%	i	i	10.4%	u	-0.4%	-24.9	-3.4%	28.4%
Cc1cc(C)cc(C(=O)N2CCN(c3ccccn3)CC2)c1	-4.7%	i	-24.0%	0.2%	9.0%	9.4%	5.7	-3.2%	3.7%
O=C(N/N=C/c1cccnc1)c1cc(-c2ccccc2Cl)nc2ccccc12	2.8%	i	-9.5%	25.1%	51.8%[activator]	8.1%	-7.5	-3.7%	10.4%

Already shown: entries from further up.
SMILES	aSyn yeast inh	Akt phos inh	PTHR1 agonist	FUS yeast rescue	GLP1R inv ag	GLP-1R agonist	D3 antag	Abeta yeast res	TDP-43 yeast inh
CC(=O)NC(N(C#N)c1nc(Cl)nc(N(C)C)n1)C(Cl)(Cl)Cl (configuration not stated)	1.7%	i	i	23.0%	0.1%	6.8%	-0.3	7.2%	-0.1%
CC1CCCN(C(=O)COc2ccc(NC(=O)c3cccs3)cc2)C1 (configuration not stated)	-1.8%	i	-24.0%	21.6%	5.7%[7.66 µM]	5.8%	-14.7	-12.3%	6.8%[9.22 µM]
O=C(Nc1ccnn1C1CCN(Cc2cccnc2)CC1)c1ccccc1Cl	-3.4%	i	-38.3%[inhibitor]	x	12.0%	3.8%	9.1	-13.1%	6.1%
COC(=O)N/N=C\C=C\c1ccc2c(c1)OCO2	0.9%	i	-7.7%[57.5 µM]	-2.9%	19.3%	-7.2%	-15.2	-21.3%	9.2%
O=C(CN1C(=O)NC2(CCCCCC2)C1=O)NCc1ccc(Cl)cc1	1.1%	i	i	10.4%	u	-0.4%	-24.9	-3.4%	28.4%
Cc1cc(C)cc(C(=O)N2CCN(c3ccccn3)CC2)c1	-4.7%	i	-24.0%	0.2%	9.0%	9.4%	5.7	-3.2%	3.7%

New compounds follow.
SMILES	aSyn yeast inh	Akt phos inh	PTHR1 agonist	FUS yeast rescue	GLP1R inv ag	GLP-1R agonist	D3 antag	Abeta yeast res	TDP-43 yeast inh
CC(C)c1nc2sc(C(=O)O)c(N)c2c2c1CCCC2	0.7%	i	-11.2%	12.7%	-5.5%	3.7%	-4.8	5.5%	-9.1%
CCCCn1c(NCc2ccncc2)nc2ccccc21	-5.4%	i	i	23.3%	30.5%[activator]	0.9%	14.1	-0.9%	x
CC(=O)Nc1ccc(S(=O)(=O)NC2=NCN(C)CN2)cc1	-4.1%	i	-25.1%	-1.6%	17.1%	10.5%	-0.5	1.5%	-9.9%[0.397 µM]
COCCCN(C(=O)c1cccnc1SC)c1c(N)n(Cc2ccccc2)c(=O)[nH]c1=O	-3.6%	i	i	7.5%	-0.7%	-7.6%	21.8	16.0%	3.7%
Cc1ccc(Oc2nc(-c3ccccc3)ncc2S(=O)(=O)c2ccc(C)cc2)cc1	2.8%	i	4.3%	-4.9%	10.0%	-4.3%	-4.1	12.0%	5.1%
COc1ccc(CN(C)C(C)C(=O)Nc2ccc([N+](=O)[O-])cc2Cl)cc1OC (configuration not stated)	-26.1%	i	-21.8%	x	31.2%[activator]	1.0%	3.7	10.0%	0.0%
CCOC(=O)Cn1c(=O)oc2cc(S(=O)(=O)N3CCN(c4ccccc4OC)CC3)ccc21	x	x	-23.9%	35.9%	-6.1%	x	x	9.7%	23.9%
COc1cccc(NC(=O)CCc2nnc3ccc(N4CCC(C)CC4)nn23)c1	8.9%	i	-2.6%	13.9%	29.7%	11.1%	-7.5	1.1%	-5.6%
Cn1nc(C(=O)NNC(=O)Cc2ccc(S(=O)(=O)N3CCOCC3)s2)c2ccccc2c1=O	5.2%	i	i	2.3%	29.1%	1.7%	1.0	-12.2%	5.2%
